Assay outcomes deposited in PubChem by National Center for Advancing Translational Sciences (NCATS).
D2 agonist – HTS Assay for Allosteric Agonists of the Human D2 Dopamine Receptor: Primary Screen for Agonists | D(2) dopamine receptor (Homo sapiens), P14416 | HEK293 T-REx D2 cells, calcium flux agonist mode | activation, % at 2 µM | 340,000 tested, 0.53% active;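 active = activation over 3 SD above normal in the single-dose calcium agonist read, cut at about 30% in these data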; note: 0% is about no effect
Target sequence (P14416 whole entry, looked up): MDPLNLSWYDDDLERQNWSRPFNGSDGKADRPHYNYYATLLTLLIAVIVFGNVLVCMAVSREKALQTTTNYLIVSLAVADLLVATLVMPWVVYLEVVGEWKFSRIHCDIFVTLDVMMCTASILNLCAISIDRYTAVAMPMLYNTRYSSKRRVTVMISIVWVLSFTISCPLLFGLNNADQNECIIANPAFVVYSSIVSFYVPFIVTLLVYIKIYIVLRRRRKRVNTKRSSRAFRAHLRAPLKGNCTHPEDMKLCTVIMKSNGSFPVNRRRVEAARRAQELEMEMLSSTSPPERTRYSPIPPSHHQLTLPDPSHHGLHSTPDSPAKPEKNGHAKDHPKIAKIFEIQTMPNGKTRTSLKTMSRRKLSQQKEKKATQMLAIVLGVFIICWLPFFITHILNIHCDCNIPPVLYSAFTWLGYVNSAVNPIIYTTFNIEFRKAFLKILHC
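Agonism scored from kinetic calcium signal (1 read/sec, 180 s) following compound pin transfer, after a 10 s baseline. Cells: HEK293 Trex line expressing inducible D2 receptor coupled to calcium, dye-loaded after overnight culture at 30 C.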
TrxR1 substrate – qHTS Assay for Substrates of Mammalian Selenoprotein Thioredoxin Reductase 1 (TrxR1): qHTS; Thioredoxin reductase 1, cytoplasmic (Rattus norvegicus), O89049; purified TrxR1 substrate turnover, NADPH consumption readout; Potency, µM (highest dose often 114 µM), for the others: at the top dose activity change, negative = substrate turnover; 390,000 tested, 0.01% active; AID 588456, 2011; note: potency is the fitted concentration of half-maximal effect; % is set by controls: 0 for no effect and ±100 for the full control effect; nearly all actives have a fitted effect of over 50% in size
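Rat TrxR1, dispensed at 90 nM, was prereduced with 400 uM NADPH (final) for 5 min at ~22 deg C, then incubated with compound 15 min before 400 uM selenite. A first-read NADPH fluorescence drop versus no-compound background flagged substrates.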
TRHR enhancer – qHTS for Small Molecule Agonists and Allosteric Enhancers of Human TRH Receptor: Primary Screen for Enhancers; Thyrotropin-releasing hormone receptor (Homo sapiens), P34981; TRHR cells, fluo-8 calcium fluorescence, EC20 TRH enhancement; enhancement, % at 2 µM; 360,000 tested, 0.66% active; AID 493056, 2011; in the data active = enhancement above about 30%; note: 0% is about no effect
Target sequence (P34981 whole entry, looked up): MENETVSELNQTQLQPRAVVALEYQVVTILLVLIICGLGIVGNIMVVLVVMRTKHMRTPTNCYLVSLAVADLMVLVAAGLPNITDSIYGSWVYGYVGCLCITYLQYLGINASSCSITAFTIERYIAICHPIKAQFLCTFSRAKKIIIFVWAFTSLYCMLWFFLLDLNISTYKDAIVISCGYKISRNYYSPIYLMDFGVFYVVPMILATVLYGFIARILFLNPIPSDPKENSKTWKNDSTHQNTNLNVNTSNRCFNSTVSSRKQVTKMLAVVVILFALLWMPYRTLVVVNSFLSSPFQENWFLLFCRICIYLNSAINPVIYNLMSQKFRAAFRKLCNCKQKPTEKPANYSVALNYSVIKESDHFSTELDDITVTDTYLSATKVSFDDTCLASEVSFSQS
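Enhancer read-out: after compound pinning and an initial kinetic agonist-mode read, an EC20 of TRH (10 nM final) was injected and fluo-8 calcium signal (Ex 480/Em 530) followed at 1 s/cycle for 100 cycles in TRHR-expressing cells.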
Pin1 inhibitor – qHTS Assay to Find Inhibitors of Pin1. 390,000 tested, 0.009% active. Potency, µM (doses to about 115 µM), for the others: at the highest dose activity, negative = inhibition, actives largely listed as inhibitors. Pin1 FP peptide displacement, HiFluor488, 10 min. Peptidyl-prolyl cis-trans isomerase NIMA-interacting 1 (Homo sapiens), Q13526. AID 504891, 2011; active = well fitted inhibition curve with a large enough effect in the polarisation, with a control signal flat, not every such curve was filed as active; inconclusive = small, poorly fitted or top-dose-only effect, or effect the other way, or a change in a side signal; inactive = no such curve, though single readings can be large or run the other way; the % refers to the polarisation; note: potency is the fitted concentration of half-maximal effect; % is set by controls: 0 for no effect and ±100 for the full control effect
TrxR1 inh – qHTS Assay for Inhibitors of Mammalian Selenoprotein Thioredoxin Reductase 1 (TrxR1): qHTS | Thioredoxin reductase 1, cytoplasmic (Rattus norvegicus), O89049 | recombinant rTrxR1, NADPH fluorescence consumption, selenite substrate | Potency, µM (top dose mostly 114 µM), for inactives: top-dose activity change, negative = inhibition, usual class: inhibitors | 390,000 tested, 1% active | AID 588453, 2011; note: potency is the fitted concentration of half-maximal effect; % is set by controls: 0 for no effect and ±100 for the full control effect; nearly all actives have a fitted effect of over 65% in size
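Rat TrxR1 (90 nM in the dispensed reagent) was pre-reduced with 400 uM NADPH for 5 min at room temperature, then incubated with compound for 15 min. After 400 uM selenite was added, NADPH fluorescence (Ex 340/Em 450 nm) was followed for 8 min.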
TRHR ag – qHTS for Small Molecule Agonists and Allosteric Enhancers of Human TRH Receptor: Primary Screen for Agonists; Thyrotropin-releasing hormone receptor (Homo sapiens), P34981; TRHR cells, calcium flux fluo-8, FDSS agonist mode; activation, % at 2 µM; 360,000 tested, 0.18% active; in the data active = activation above about 30%; note: 0% is about no effect
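TRHR-expressing cells, plated overnight in medium with 10% serum, were loaded with fluo-8 calcium dye at room temperature. After a 10 s baseline, library compound was pin-added and calcium release was recorded kinetically (ex 480/em 530) as agonist response.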
D2 antag – HTS Assay for Allosteric Antagonists of the Human D2 Dopamine Receptor: Primary Screen for Antagonists; D(2) dopamine receptor (Homo sapiens), P14416; HEK293 TREx D2 cells, calcium flux, dopamine EC80; inhibition, % at 10 µM; 340,000 tested, 2% active; AID 485344, 2010; in the data active = inhibition above about 30%; note: 0% is about no effect
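Calcium mobilization kinetics were recorded at 1 s intervals in tetracycline-induced HEK293 T-REx D2 cells, first for 180 s after compound addition and then 180 s after EC80 dopamine.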
USP1-UAF1 inh – Inhibitors of USP1/UAF1: Primary Screen | Potency, µM (top dose mostly 57.1 µM), for the others: at the top dose activity change, negative = inhibition, usual class: inhibitors | 390,000 tested, 0.23% active | recombinant USP1/UAF1, Ub-Rhodamine cleavage fluorescence | Ubiquitin carboxyl-terminal hydrolase 1 (Homo sapiens), O94782 | AID 743255, 2014; note: potency is the fitted concentration of half-maximal effect; % is set by controls: 0 for no effect and ±100 for the full control effect; nearly all actives have a fitted effect of over 60% in size; inactives centre near -12
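1 nM enzyme complex + cpd, 15 min RT; start with Ub-Rho 150nM final; kinetic fluorescence ex 480/em 540, 6 reads q60 s. Buffer 50mM HEPES pH 7.8, 0.5mM EDTA, 0.1 mg/ml BSA, 1mM TCEP, 0.01% Tween-20.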
mIDH1 inhibitor – qHTS for Inhibitors of mutant isocitrate dehydrogenase 1 (IDH1): qHTS; IDH1-R132H enzyme, NADPH consumption, diaphorase/resazurin fluorescence; 390,000 tested, 0.093% active; Isocitrate dehydrogenase [NADP] cytoplasmic (Homo sapiens), O75874; Potency, µM (series often up to 76.6 µM), without a hit: at the top dose activity change, negative = inhibition, most hits filed as inhibitors; AID 602179, 2012; note: potency is the fitted concentration of half-maximal effect; % is set by controls: 0 for no effect and ±100 for the full control effect; nearly all actives have a fitted effect of over 65% in size
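IDH1-R132H (0.5 ug/mL) preincubated 30 min with compound, then NADPH (0.016 mM) and alpha-KG (2 mM) added; 80 min at RT, pH 7.5. Remaining NADPH coupled via diaphorase/resazurin to fluorescence (540/590 nm); concentration-response curves normalized to no-enzyme control.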
* hit, by the source's call; u = inconclusive; x = not tested or not shown; [ ] = remark or other dose. Unless noted, calls come from the whole dose curve; as a rule, active = well fitted inhibition curve with a large enough effect; inconclusive = small, poorly fitted or top-dose-only effect; inactive = no such curve, though single readings can be large or run the other way. A portion of the library (hit frequency here may not be typical).

Values run as follows: D2 agonist | TrxR1 substrate | TRHR enhancer | Pin1 inhibitor | TrxR1 inh | TRHR ag | D2 antag | USP1-UAF1 inh | mIDH1 inhibitor
(1) [O-][n+]1c2ccccc2[n+]([O-])c2cc(O)ccc21
  0.5 | -15.6% | 3.8 | u | 9.3%[57.1 µM] | 1.3 | -44.1 | u | 24.9%
(2) COCCCNC(=O)C1CC(=O)N(CCc2ccc(OC)c(OC)c2)C1 (centres undefined)
  -1.0 | 8.0%[57.1 µM] | -2.0 | 6.1% | 4.9%[57.1 µM] | 1.3 | -6.9 | -17.1% | 8.9%
(3) O=C(CN1C(=O)S/C(=C\c2ccc(O)c([N+](=O)[O-])c2)C1=O)Nc1ccc(N2CCOCC2)cc1
  0.9 | -10.5% | 0.9 | 1.9% | -15.4% | -0.1 | 5.6 | -11.3% | -10.0%
(4) CCC1CCCCN1CCNS(=O)(=O)c1ccc2c(c1)oc(=O)n2C (centres undefined)
  1.1 | 13.7%[57.1 µM] | 3.1 | -1.6% | 6.1%[57.1 µM] | 0.9 | 11.8 | -19.2% | 13.0%
(5) Cc1ccc(SCc2[nH]nc3c2C2(C(=O)Nc4ccc(F)cc42)C(C#N)=C(N)O3)cc1 (centres undefined)
  -0.7 | -5.4% | 3.3 | -5.4% | 0.8% | 0.3 | 0.4 | -25.0% | 5.4%
(6) CCOc1nc(NCCc2ccc(OC)c(OC)c2)nc(N2CCN(c3ccc(OC)cc3)CC2)n1
  -0.2 | -10.3% | 3.2 | 1.9% | -17.8% | 0.2 | 2.4 | -16.6% | 3.4%
(7) CC1Cc2ccccc2N1S(=O)(=O)c1cccc(C(=O)NCCCO)c1 (centres undefined)
  0.3 | 1.7% | -0.7 | -5.5% | 5.0% | 0.3 | 10.8 | -1.1% | -1.6%
(8) CCOC(=O)C1C2C=CC3(CN(c4ccccc4CC)C(=O)C13)O2 (centres undefined)
  x | 0.1% | x | -3.6% | 7.0% | x | x | -14.9% | 1.8%
(9) O=C(COC(=O)c1ccco1)NNC(=O)c1ccc(Cl)cc1
  x | 7.2% | x | 1.4% | 16.1% | x | x | -15.4% | -0.3%
(10) Cc1cc2c(SCC(=O)NC3CCCCC3)ncnc2s1
  -3.2 | 8.6% | -1.0 | 0.5% | 13.4% | -0.4 | -3.5 | -25.8% | 10.2%
(11) CCNc1c(NC(=O)COc2ccc(Cl)cc2)c(=O)oc2ccccc12
  -0.4 | -3.4% | 22.7 | -2.4% | 0.4% | -0.8 | -5.7 | -32.7% | -10.8%
(12) O=C(NCCOc1ccc(Cl)cc1)C1CCCCC1
  1.2 | 1.1% | 4.8 | 5.6% | 12.3% | 0.0 | 3.6 | -12.0% | -6.5%
(13) c1ccc(CSc2ncnc3c2sc2nc(N4CCOCC4)c4c(c23)CCCC4)cc1
  -0.4 | 9.4%[57.1 µM] | -5.1 | -0.2% | 3.6%[57.1 µM] | 0.8 | 4.9 | -14.6% | 4.7%
(14) COc1cc(NS(=O)(=O)c2cn(C)cn2)cc(OC)c1
  0.8 | -2.0% | 4.4 | -0.5% | 12.4% | 0.4 | 2.0 | -18.9% | -9.2%
(15) COc1ccc(CN(Cc2ccccn2)C(=O)CN2C(=O)COc3ccccc32)cc1
  -0.1 | -10.9% | -10.9 | -8.5% | 3.9% | -1.6 | 3.7 | 7.4% | 6.2%

Compound profiles, as listed above.
CC1Cc2ccccc2N1S(=O)(=O)c1cccc(C(=O)NCCCO)c1 (centres undefined) across the screens: D2 agonist: 0.3; TrxR1 substrate: 1.7%; TRHR enhancer: -0.7; Pin1 inhibitor: -5.5%; TrxR1 inh: 5.0%; TRHR ag: 0.3; D2 antag: 10.8; USP1-UAF1 inh: -1.1%; mIDH1 inhibitor: -1.6%
Cc1cc2c(SCC(=O)NC3CCCCC3)ncnc2s1 across the screens: D2 agonist: -3.2; TrxR1 substrate: 8.6%; TRHR enhancer: -1.0; Pin1 inhibitor: 0.5%; TrxR1 inh: 13.4%; TRHR ag: -0.4; D2 antag: -3.5; USP1-UAF1 inh: -25.8%; mIDH1 inhibitor: 10.2%

A different layout for part of the listing above.
7: CC1Cc2ccccc2N1S(=O)(=O)c1cccc(C(=O)NCCCO)c1 (centres undefined)
8: CCOC(=O)C1C2C=CC3(CN(c4ccccc4CC)C(=O)C13)O2 (centres undefined)
9: O=C(COC(=O)c1ccco1)NNC(=O)c1ccc(Cl)cc1
10: Cc1cc2c(SCC(=O)NC3CCCCC3)ncnc2s1
11: CCNc1c(NC(=O)COc2ccc(Cl)cc2)c(=O)oc2ccccc12

| Compound | 7 | 8 | 9 | 10 | 11 |
| --- | --- | --- | --- | --- | --- |
| D2 agonist | 0.3 | x | x | -3.2 | -0.4 |
| TrxR1 substrate | 1.7% | 0.1% | 7.2% | 8.6% | -3.4% |
| TRHR enhancer | -0.7 | x | x | -1.0 | 22.7 |
| Pin1 inhibitor | -5.5% | -3.6% | 1.4% | 0.5% | -2.4% |
| TrxR1 inh | 5.0% | 7.0% | 16.1% | 13.4% | 0.4% |
| TRHR ag | 0.3 | x | x | -0.4 | -0.8 |
| D2 antag | 10.8 | x | x | -3.5 | -5.7 |
| USP1-UAF1 inh | -1.1% | -14.9% | -15.4% | -25.8% | -32.7% |
| mIDH1 inhibitor | -1.6% | 1.8% | -0.3% | 10.2% | -10.8% |

The listing continues.
Values run as follows: D2 agonist | TrxR1 substrate | TRHR enhancer | Pin1 inhibitor | TrxR1 inh | TRHR ag | D2 antag | USP1-UAF1 inh | mIDH1 inhibitor
(16) O=C(OCC1CCCO1)c1ccc2c(c1)N(Cc1ccccc1F)C(=O)c1ccccc1S2(=O)=O (centres undefined)
  -0.3 | 7.1%[57.1 µM] | -2.7 | 17.3% | 25.0%[57.1 µM] | 0.4 | x | u | -6.3%
(17) Cc1ccc(-n2nnc(-c3nc(-c4cccs4)no3)c2N)c(C)c1
  0.4 | 5.6% | 12.0 | u | 10.9% | 0.1 | x | -28.0% | 1.6%
(18) Nc1cc(S(=O)(=O)N2CCCCC2)ccc1N1CCOCC1
  2.8 | -1.8% | -2.2 | -0.1% | 15.9% | 0.2 | 31.5* | -11.1% | -10.4%
(19) COc1cc(CN2CCCCCC2)cc(OC)c1O
  0.3 | 4.0% | 1.7 | -11.4% | u | 0.2 | 8.6 | -8.0% | -2.5%
(20) CC1=N/C(=C/c2cccnc2)C(=O)O1
  0.8 | 11.4%[57.1 µM] | 4.8 | -0.2% | 22.7%[57.1 µM] | 0.8 | 1.4 | -3.4% | 2.3%
(21) CCOC(=O)c1oc2ccc(OC)cc2c1NC(=O)CN1CCN(C)CC1
  0.6 | 85.9%[activator] | 13.9 | -4.9% | -6.9% | 0.9 | -1.2 | -10.5% | -0.3%
(22) COCCN1Cc2cccc(C(=O)Nc3cccnc3)c2C1=O
  1.4 | 6.6% | -4.5 | 2.1% | 13.7% | 0.2 | 4.8 | -6.1% | 1.0%
